# Jurkat viability: cytotoxicity toward Jurkat cells. inhibition, % at 4 µM. Jurkat E6.1 viability, ATP luminescence, 48 h. AID 463. 1.2% of 56,000 active;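 active means inhibition above the mean inhibition of all tested compounds plus 3 SD, cut at about 28% in these data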
# HEK293 NFkB inh: lowers PMA/ionomycin-induced NF-kB signal in HEK293 cells. HEK-293 NF-kB luciferase reporter, luminescence. inhibition, % at 3 µM. 0.21% of 62,000 active. AID 465;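 active means inhibition above the mean of all tested compounds plus 3 SD, cut at about 40% in these data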;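 further: 0% = stimulated DMSO wells and 100% = 10 µM reference inhibitor 5653914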
#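 Signal: luciferase luminescence; Material: HEK-293 cells with stable firefly luciferase reporter driven by four HIV NF-kB elements; Probe or stimulus: PMA with ionomycin; Replication: tested once; Times: 1 h compound pretreatment, then 16 h stimulation at 37 °C, 5% CO2; Benchmarks: DMSO and 10 µM reference inhibitor; Evaluation: per-plate % inhibition versus controls.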
# 5HT1E antag: antagonists of human 5-HT1E serotonin receptor; P28566; CHO 5-HT1E Ga15 NFAT-bla reporter, FRET, antagonist; inhibition, % at 6 µM; 0.99% of 65,000 active; AID 571;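 active means inhibition above a set limit, the mean inhibition across every tested compound plus 3 SD, cut at about 29% in these data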;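 further: signal is the 460 over 535 nm emission ratio of beta-lactamase substrate; 0% = agonist plus DMSO wells and 100% = wells without agonist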
# Target sequence (P28566 whole entry, looked up): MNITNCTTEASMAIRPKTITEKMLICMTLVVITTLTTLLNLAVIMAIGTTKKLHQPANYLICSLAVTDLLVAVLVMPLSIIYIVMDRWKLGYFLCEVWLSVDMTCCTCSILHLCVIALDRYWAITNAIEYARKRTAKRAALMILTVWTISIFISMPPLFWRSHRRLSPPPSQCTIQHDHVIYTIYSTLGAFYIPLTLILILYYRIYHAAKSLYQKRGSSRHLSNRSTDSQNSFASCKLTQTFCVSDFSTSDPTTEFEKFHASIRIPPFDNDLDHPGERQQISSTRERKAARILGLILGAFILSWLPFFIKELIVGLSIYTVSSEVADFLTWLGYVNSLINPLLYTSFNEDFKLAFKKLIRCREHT
# 5-HT1A blocker: blocks the human serotonin 5-HT1a receptor; P08908; CHO 5-HT1a Ga15 NFAT-bla reporter, antagonist mode; inhibition, % at 10 µM; 0.68% of 62,000 active; AID 612;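 active means inhibition above the mean of all tested compounds plus 3 SD, cut at about 43% in these data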;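 further: receptor stimulated by 5-CT agonist at 100 nM near EC80; beta-lactamase reporter measured by ratiometric fluorescence of a cleavable substrate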
# 5HT1a ag: activates the human 5-HT1a serotonin receptor; P08908; CHO 5-HT1a Ga15 NFAT-bla reporter, FRET ratio; 0% basal, 100% maximal reference agonist; activation, % at 10 µM; 0.56% of 65,000 active; AID 567;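 active means activation above the screen-wide mean activation plus 3 SD, cut at about 19% in these data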;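 further: 0% = DMSO wells and 100% = 5-CT at EC100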
# S1P1 ag pot: agonists and agonism potentiators of human S1P1 receptor | S1P1 CRE-bla cells, forskolin, beta-lactamase FRET, potentiator mode; S1P1 agonist co-added at EC20, 2 nM; 100% = saturating reference agonist, 0% = basal | activation, % at 9.5 µM | 0.57% of 56,000 active | AID 449;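 active means activation above a cutoff set at the mean activation of all tested compounds plus 3 SD, cut at about 54% in these data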;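 further: forskolin at 4 µM as EC80 and the EC20 agonist is SEW2871; 100% = SEW2871 at its EC100 plus forskolin at EC80; some compounds past the cut are filed as inactive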
# S1P3 agonist: agonists of human S1P3 receptor; Q99500; S1P3 NFAT-BLA reporter cells, agonism, FRET ratio; relative to 1 µM S1P, basal subtracted; activation, % at 4.5 µM; 0.1% of 60,000 active;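 active means activation above the screen-wide mean plus 3 SD, cut at about 4.5% in these data, passing the limit was not always enough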; further: some compounds called inactive have numbers as strong as hits
#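 Benchmarks: high control 1 µM S1P / System: stable CHO line with human S1P3, Gα16, NFAT-BLA reporter / Dosing: single compound concentration, 4.5 µM final / Timing: 4 h compound at 37 °C, 2 h substrate at RT / Measured by: FRET β-lactamase substrate fluorescence, excitation 405 nm, 460/535 nm emission ratio, background-subtracted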
# HTR1E agonist: activates the human 5-HT1E serotonin receptor; CHO 5-HT1E Ga15 NFAT-bla reporter, FRET; 0% DMSO wells, 100% control agonist wells; P28566; activation, % at 6 µM; 0.69% of 65,000 active;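 active means activation above a set limit, the screen-wide mean activation plus 3 SD, cut at about 8.5% in these data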;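 further: 100% = positive control agonist at 1 µM giving full maximal response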
# D1 mod: D1 dopamine receptor (human) allosteric modulation; HEK293 D1, CRE-luciferase, dopamine EC30 potentiation; actives deviate in either direction; AID 641; P21728; B-score at 10 µM; 5.9% of 58,000 active;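 active means luminescence count or its row- and column-corrected plate score outside the 99.7% band of the plate's sample wells, on either side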
# Target sequence (P21728 whole entry, looked up): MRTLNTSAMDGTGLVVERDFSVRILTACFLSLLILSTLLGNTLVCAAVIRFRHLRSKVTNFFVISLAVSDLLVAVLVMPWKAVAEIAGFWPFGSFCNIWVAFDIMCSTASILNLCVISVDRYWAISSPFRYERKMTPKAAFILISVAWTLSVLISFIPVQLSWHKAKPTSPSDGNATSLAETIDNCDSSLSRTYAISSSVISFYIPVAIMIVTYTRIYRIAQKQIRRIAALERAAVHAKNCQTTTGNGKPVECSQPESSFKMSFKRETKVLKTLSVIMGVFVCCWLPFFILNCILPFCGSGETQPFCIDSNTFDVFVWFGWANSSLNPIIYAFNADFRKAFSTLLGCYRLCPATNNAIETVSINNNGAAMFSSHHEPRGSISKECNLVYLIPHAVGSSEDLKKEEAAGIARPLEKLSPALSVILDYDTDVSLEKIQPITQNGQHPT
# Numbers without * were called inactive; · = not tested or not shown.
SMILES,Jurkat viability,HEK293 NFkB inh,5HT1E antag,5-HT1A blocker,5HT1a ag,S1P1 ag pot,S1P3 agonist,HTR1E agonist,D1 mod
CCOc1cc2[nH]c(=O)n(CCCCCC(=O)NCc3ccc4c(c3)OCO4)c(=O)c2cc1OCC,1,19,-12,10,-1.3,-1,-1.6,-0.3,-0.072
COc1ccc(C2N(c3ccccn3)C(=O)C3CCCN32)c(OC)c1 (stereo not drawn),-6,-3,-2,-6,-0.5,-6,-1.0,-0.4,-0.11
CCO/C=C1/C(=O)N(CC)c2ccccc21,-8,17,-9,5,-0.2,16,0.1,0.5,0.93
Cc1cc(C)nc(NS(=O)(=O)c2ccc(NC(=O)NC3CCCCC3)cc2)n1,10,11,1,-11,-0.2,0,-0.8,-0.4,-0.68
COc1ccccc1OCCn1c(=O)sc2ccccc21,·,21,-1,3,-1.5,·,·,1.3,0.67
O=C(NCCN1CCOCC1)c1ccc(-c2ccccc2)cc1,-4,17,-1,-10,-0.5,-2,-0.7,0.9,1.6
COc1ccc(C)cc1NC(=O)CN1C(=O)c2ccccc2S1(=O)=O,-6,-1,-7,-1,-1.7,-18,-0.4,0.3,0.22
Cc1nccn1CCCN1C(=O)OC2(CCCCC2)C1(C)O (stereo not drawn),-6,4,3,-1,-0.2,8,-0.6,-0.6,-0.01
COCCn1nnnc1C(c1ccc2ncccc2c1)N1CCc2ccccc21 (stereo not drawn),8,14,15,16,-2.7,15,-0.4,-0.5,1.2
CCN(C(=O)Cn1c(=O)n2nc(CCn3nc(C)cc3C)nc2c2ccccc21)c1cccc(C)c1,5,8,2,-7,-1.4,9,-0.2,0.4,1.2
O=C(c1cnn2c1NC(c1ccco1)CC2C(F)(F)F)N1CCN(c2cccc(Cl)c2)CC1 (stereo not drawn),10,7,-14,8,1.9,38,-0.3,4.7,-0.76
O=C(NCCCn1ccnc1)c1noc2c1CCCC2,2,11,-7,-10,-3.5,-5,0.5,0.0,0.056
CCN(CC)CCN1C(=O)c2ccccc2NC1c1cc(OC)c(OC)c(OC)c1 (stereo not drawn),·,·,1,·,0.1,2,-5.7,0.0,-1.5
O=C1C2C3C=CC(C3)C2C(=O)N1c1ccc2c(c1)CCC2 (stereo not drawn),·,11,-6,-2,0.5,·,·,-1.1,·
CCCc1cc(=O)n2[nH]c(C)c(-c3ccccc3)c2n1,2,-2,12,29,-2.8,-8,0.0,-0.8,·
O=C1CCCC2=C1C(c1c(Cl)nc3sccn13)C1=C(CCCC1=O)N2,2,24,1,-3,-2.3,6,-1.2,0.3,0.4
CC(NS(C)(=O)=O)C(c1cccs1)N1CCN(c2ccc(F)cc2)CC1 (stereo not drawn),·,18,-8,4,-0.4,·,·,0.0,-0.9
COc1cccc(-c2nc(CS(=O)(=O)CC(=O)N3CCN(C4CCCCC4)CC3)c(C)o2)c1,5,16,11,-8,-1.6,-4,-0.6,1.5,0.24
O=C(CSc1nnc(C2COc3ccccc3O2)o1)N1CCCc2ccccc21 (stereo not drawn),5,6,-8,-5,-3.3,12,0.3,-0.8,0.22
CN1C(=O)C(CC(=O)Nc2ccc3c(c2)Cc2ccccc2-3)N(C)C1=O (stereo not drawn),-2,8,6,19,-3.5,6,-0.5,-0.7,-0.033
CCc1nc(NCC2CCCO2)c(C#N)c2c1COC(C)(C)C2 (stereo not drawn),·,·,-4,·,-0.2,7,0.2,1.2,·
CCCc1[nH]nc2c1C(c1ccc(OC)c(Cn3nnc4ccccc43)c1)C(C#N)=C(N)O2 (stereo not drawn),3,9,-2,0,-2.2,-14,-0.7,0.0,2.3
O=C(O)C(F)(F)S(=O)(=O)O,-1,7,3,4,0.1,-6,-0.7,-1.2,-1.4
COC(=O)N(C)c1nc2ccccc2s1,9,8,-10,18,0.1,8,-0.3,0.0,4.3
CCCCc1c(O)nc(SCC(=O)N2CCOCC2)n(-c2ccccc2C)c1=O,-4,-3,-6,-5,1.9,-1,0.2,0.6,0.97

# Other structures:
SMILES,Jurkat viability,HEK293 NFkB inh,5HT1E antag,5-HT1A blocker,5HT1a ag,S1P1 ag pot,S1P3 agonist,HTR1E agonist,D1 mod
COc1ccc2nc(C)c(C(=O)OCCN(C)C)cc2c1,0,-5,8,13,-2.7,-4,-0.6,0.2,0.14
Cc1ccc(-n2c(Cc3cccs3)nnc2SCC(=O)OC(C)C)cc1,-5,9,-1,9,1.4,8,0.0,-0.7,-0.08
COc1ccc2c(c1OC)C(=O)N1c3ccccc3C(=O)N(c3ccc(F)cc3)C21 (stereo not drawn),·,·,7,·,3.5,-7,-7.6,-1.2,·
CC(C)Sc1nc2c(c(=O)[nH]c(=O)n2C)n1Cc1ccc(Cl)cc1,5,12,23,-6,4.5,-10,-0.2,-0.4,23*
CC(=O)C1=C(O)C(=O)N(Cc2cccnc2)C1c1ccc(Cl)cc1Cl (stereo not drawn),-1,19,13,-14,1.0,-2,-0.7,-0.9,0.39
COC(=O)C(O)(CC(=O)Nc1ccc(OC(F)(F)F)cc1)C(F)(F)F (stereo not drawn),3,12,4,9,-0.3,-19,-0.8,-0.4,2.5
O=C(c1ccc2c3c(cccc13)C(=O)N(O)C2=O)N1CCCCC1,·,·,-8,·,6.7,19,-6.5,-0.6,0.051
CSc1ccc(C2C(C#N)=C(N)Oc3cc4c(cc32)OCO4)cc1 (stereo not drawn),-3,22,6,10,1.0,4,0.0,0.2,1.1
O=C(c1ccccc1)c1nc[nH]c1C(=O)Nc1ccccc1,-2,-8,-6,-12,0.1,-43,0.1,1.1,·
O=C(NCc1ccccc1)N(Cc1nc2ccccc2c(=O)[nH]1)C1CCCC1,6,22,10,4,2.9,10,-0.9,0.8,·
CC1=C(C(=O)OC2CCCCCC2)C(c2ccc(C)o2)C2=C(CCCC2=O)N1 (stereo not drawn),1,2,10,27,-2.3,-6,-1.8,-0.7,-2.3
Cc1ccc(S(=O)(=O)NCC(=O)OC2CCOC2=O)cc1 (stereo not drawn),0,10,-7,-1,-5.5,17,-0.7,-0.4,0.15
O=C(C(Cc1ccccc1)n1cccc1)N1CCCCCC1 (stereo not drawn),-6,4,2,25,-1.8,-7,-0.4,-0.3,-0.24
O=C(NCC1COc2ccccc2O1)c1ccc(Cl)cc1 (stereo not drawn),-4,-11,-1,-8,-0.9,18,-0.8,-0.2,·
Nc1c(C(O)(C(F)(F)F)C(F)(F)F)ccc2ccccc12,0,13,5,13,-3.9,-17,0.1,-1.3,-0.0026
O=C(C1CCCN(S(=O)(=O)c2ccc(Cl)cc2)C1)N(Cc1cccs1)C1CC1 (stereo not drawn),10,13,16,12,-3.7,27,-1.3,-2.5,-0.76
Cn1cnnc1SCCn1c(N2CCCCC2)nc2c1c(=O)[nH]c(=O)n2C,-1,4,-10,-2,-2.3,-12,0.7,-0.1,-0.039
CC1CC(c2ccccc2)n2nc(NC(=O)CCc3ccccc3)nc2N1 (stereo not drawn),1,6,3,-15,-1.5,-12,0.2,0.8,1.1
O=C(c1cnn2c(C(F)F)cc(C3CC3)nc12)N1CCc2ccccc2C1,-4,4,7,5,1.2,-1,-1.1,-0.8,1.5
Cc1ccc(C(=O)N2Cc3ccccc3CC2C(=O)O)cc1 (stereo not drawn),2,1,-4,-3,-5.5,-13,-0.7,0.0,-0.015
Cc1cc(C)nc(-n2nc(C)cc2Nc2ccccc2)n1,1,8,6,19,-0.2,4,-0.3,0.1,0.27
CCCn1c(=O)c2c(c3ccccc31)OC(C)C(=O)N2 (stereo not drawn),-3,-4,8,-2,-2.5,-18,-0.1,-0.9,2
N#Cc1nc(N2CCCC2)nc(N2CCCC2)n1,22,36,19,10,-0.8,-15,-0.7,-0.4,5.6*
O=C(Nc1ccccc1)N1CCN(c2nc3ccccc3s2)CC1,12,10,-14,-19,2.2,0,-1.1,12*,0.22
N#CC1=C(C=Nc2ccccc2O)CCC1,·,·,-11,·,-0.5,-19,3.2,0.1,-0.46

# Next part, starting with the last three of the part before.
SMILES,Jurkat viability,HEK293 NFkB inh,5HT1E antag,5-HT1A blocker,5HT1a ag,S1P1 ag pot,S1P3 agonist,HTR1E agonist,D1 mod
N#Cc1nc(N2CCCC2)nc(N2CCCC2)n1,22,36,19,10,-0.8,-15,-0.7,-0.4,5.6*
O=C(Nc1ccccc1)N1CCN(c2nc3ccccc3s2)CC1,12,10,-14,-19,2.2,0,-1.1,12*,0.22
N#CC1=C(C=Nc2ccccc2O)CCC1,·,·,-11,·,-0.5,-19,3.2,0.1,-0.46
Cc1ccc(SCc2[nH]nc3c2C(c2ccc(C)o2)C(C#N)=C(N)O3)cc1 (stereo not drawn),·,·,-1,·,1.0,2,-3.5,-0.3,-0.22
CCOC(=O)CSc1nc2ccccc2n1CC(=O)N1CCN(c2ccccc2)CC1,·,16,0,2,-0.2,·,·,-0.2,-0.064
CCN(CC)C(=O)c1ccc(NS(=O)(=O)c2ccccc2)cc1,7,26,22,15,-2.8,·,-0.8,-1.1,0.62
Cc1[nH]n(C(N)=S)c(=O)c1C(c1ccccc1)C(C#N)C#N (stereo not drawn),2,10,9,21,-3.9,2,-1.8,-1.4,-0.07
Cc1ccc2[nH]c3c(c2c1)CN(C(=O)CN1CCN(Cc2ccc4c(c2)OCO4)CC1)CC3,0,9,3,0,0.3,24,0.7,0.6,-1.4
O=C(CSc1nnc(-c2ccccc2)o1)Nn1cnnc1,2,13,-3,-6,-2.8,-12,-1.2,0.1,-0.01
O=C(CSc1nc2sc3c(c2c(=O)n1Cc1ccco1)CCC3)N1CCc2ccccc21,-9,-15,-3,-11,-1.4,-6,0.4,1.2,-0.57
O=C(Cn1cnc2c(cnn2-c2ccccc2)c1=O)c1ccc(Cl)cc1,-5,4,1,-17,2.2,3,-0.3,1.6,-0.45
c1ccc2c(c1)nnn1c3ccccc3nc21,8,-20,8,-13,-0.1,-40,-1.1,1.4,-3.5
O=C(O)CCCC(=O)Nc1nc2n(n1)C(c1ccc(F)cc1)CC(c1ccc(Cl)cc1)N2 (stereo not drawn),-7,4,-4,-18,-1.0,7,0.2,-0.3,1.2
C/C=C(\CS(=O)(=O)c1ccccc1)S(=O)(=O)c1ccccc1,0,2,9,35,0.1,·,-0.1,-0.4,-0.037
CC(Oc1ccccc1)C(=O)Nc1ccc(C(N)=O)cc1 (stereo not drawn),3,7,1,0,-0.9,·,-0.3,0.5,·
COc1ccccc1/C=c1\sc2nc(-c3cccs3)nn2c1=O,-2,7,10,5,-2.6,-2,-1.1,0.4,0.44
O=C(NCCc1ccccc1)C1CCCN1C(=O)NCc1ccccc1 (stereo not drawn),-7,4,5,4,-1.0,-11,-1.1,0.3,1.5
CCOc1ccc(CCNc2nc3c(c(=O)n(C)c(=O)n3C)n2CC)cc1OCC,6,-6,9,-1,-4.3,-1,-1.4,0.3,-1.8

# Compound activity (PubChem)
